POLI inh – qHTS for Inhibitors of Polymerase Iota; Pol iota fluorescent replication assay, 10 min; Potency, µM (top dose mostly 115 µM), for the others: at the top dose activity, negative = inhibition, usual class: inhibitors; 1% of 390,000 active; AID 588590, 2011
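Pol iota at 10 nM preincubated 15 min with compounds at room temperature; reaction started with fluorescent substrate, 50 nM final. Fluorescence read kinetically at 0 and 10 min; buffer-only wells as negative control.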
Pol kappa inh – qHTS for Inhibitors of Polymerase Kappa; Potency, µM (highest dose often 107 µM), for inactives: at the highest dose activity, negative = inhibition, most hits filed as inhibitors; DNA polymerase kappa (Homo sapiens), Q9UBT6; 0.53% of 400,000 active; AID 588579, 2011; purified Pol kappa, fluorescent DNA synthesis assay, 10 min; also: % is scaled to controls: 0 for no effect and ±100 for the full control effect
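Enzyme at 10 nM met test compounds for 15 min at room temperature. Substrate addition (50 nM final) began the reaction, which was monitored by fluorescence at 0 and 10 min.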
JMJD2A Tudor – qHTS Assay for Inhibitors of JMJD2A-Tudor Domain. Lysine-specific demethylase 4A (Homo sapiens), O75164. AlphaScreen JMJD2A-Tudor / H3K4me3 peptide binding. Potency, µM (titrated, usually from 114 µM), for inactives: at the highest dose activity change, negative = inhibition, hits mostly inhibitors. 4.4% of 390,000 active. AID 504339, 2011; also: % is scaled to controls: 0 for no effect and ±100 for the full control effect; nearly all actives have a fitted effect of over 50% in size
BLM inh – qHTS Assay for Inhibitors of Bloom's syndrome helicase (BLM); 0.2% of 350,000 active; recombinant BLM DNA unwinding, fluorescence dequenching; Potency, µM (series often up to 56.1 µM), without a hit: at the top dose activity change, negative = inhibition, most hits filed as inhibitors; RecQ-like DNA helicase BLM (Homo sapiens), P54132; AID 2528, 2010;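 also: plate controls were vehicle for no effect and no enzyme for full effect; nearly all actives have a fitted effect of over 35% in size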
APE1 inh – qHTS Assay for Inhibitors of the Human Apurinic/apyrimidinic Endonuclease 1 (APE1); AID 2517, 2012; DNA repair nuclease/redox regulator APEX1 (Homo sapiens), P27695; Potency, µM (titrated, usually from 65.8 µM), inactives show at the highest dose activity change, negative = inhibition, actives largely listed as inhibitors; recombinant APE1, TAMRA/BHQ-2 abasic DNA cleavage fluorescence; 0.35% of 350,000 active;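 also: plate controls were vehicle for no effect and reference inhibitor for full effect; nearly all actives have a fitted effect of over 55% in size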
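Kinetic fluorescence read (525 ex/598 em nm, three reads 60 s apart) of AP-site incision; signal = third minus first read. Enzyme 0.75 nM, dual-labelled THF duplex 50 nM, compound preincubation 15 min RT.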
G9a inh – qHTS Assay for Inhibitors of Histone Lysine Methyltransferase G9a; Histone-lysine N-methyltransferase EHMT2 (Homo sapiens), Q96KQ7; G9a H3K9 monomethylation, AlphaScreen, 2 h; Potency, µM (titrated, usually from 102 µM), for the others: at the top dose activity, negative = inhibition, most hits filed as inhibitors; 8.8% of 350,000 active; AID 504332, 2011; also: % is scaled to controls: 0 for no effect and ±100 for the full control effect; nearly all actives have a fitted effect of over 75% in size
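Signal arises when biotinylated H3K9 peptide, once monomethylated, bridges streptavidin donor and antibody-captured acceptor beads. Enzyme at 20 nM was preincubated 15 min with test compounds; peptide 500 nM and SAM 20 uM then reacted for 2 h.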
Pol beta inh – qHTS Assay for Inhibitors of DNA Polymerase Beta; AID 485314, 2010; 1.3% of 340,000 active; Pol beta primer extension/strand displacement, fluorescence kinetic; Potency, µM (doses to about 114 µM), inactives show top-dose activity change, negative = inhibition, hits mostly inhibitors; also: % is scaled to controls: 0 for no effect and ±100 for the full control effect
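Pol beta (10 nM) was preincubated with compound for 15 min at room temperature. The reaction was then started with 50 nM substrate and read immediately and after a further 10 min at room temperature.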
POLH inh – qHTS for Inhibitors of Polymerase Eta; recombinant Pol eta, fluorescent DNA replication assay; DNA polymerase eta (Homo sapiens), Q9Y253; Potency, µM (top dose mostly 114 µM), without a hit: at the highest dose activity change, negative = inhibition, actives largely listed as inhibitors; 1.2% of 390,000 active; also: % is scaled to controls: 0 for no effect and ±100 for the full control effect
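Pol eta at 10 nM preincubated with compounds 15 min at room temperature; reaction started with fluorescent substrate (50 nM final) and read kinetically at 0 and 10 min.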
BAZ2B block – qHTS Assay for Inhibitors of BAZ2B; 4.4% of 360,000 active; AlphaScreen BAZ2B-H3K14Ac peptide displacement; Potency, µM (series often up to 114 µM), without a hit: at the highest dose activity change, negative = inhibition, most hits filed as inhibitors; Bromodomain adjacent to zinc finger domain protein 2B (Homo sapiens), Q9UIF8; also: % is scaled to controls: 0 for no effect and ±100 for the full control effect; nearly all actives have a fitted effect of over 60% in size
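AlphaScreen luminescence quantifies BAZ2B engagement of H3K14Ac peptide; the protein and biotinylated peptide are both at 50 nM final, buffer PBS pH 7.4 with 0.01% Tween-20, all steps at room temperature.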
* = called active by the depositor; ? = inconclusive; / = not tested or not shown; [ ] = dose if it differs, or a comment. Calls follow the shape of the dose curve; as a rule, active = well fitted curve in the direction sought with a large enough effect; inconclusive = small, poorly fitted or top-dose-only effect, or another doubt; inactive = no such curve, though single readings can be large; an effect the other way counts as inactive or inconclusive. Potency is read from the fitted curve at half-maximal effect. Only part of the results is shown; rates above refer to the full screens.

SMILES | POLI inh | Pol kappa inh | JMJD2A Tudor | BLM inh | APE1 inh | G9a inh | Pol beta inh | POLH inh | BAZ2B block
Nc1nc2n(n1)C(=O)CC(c1ccccc1[N+](=O)[O-])N2 (stereo not given) | 10% | 2% | -7% | -4% | -1% | -8% | -7% | -22% | -4%
CCc1cc2c(=O)[nH]cnc2s1 | 6% | -5% | -2%[11.4 µM] | -2% | 19% | 13%[0.0925 µM] | 22% | -10% | 6%
CCCn1c(=NC(=O)c2ccco2)c(C(=O)OCC)cc2c(=O)n3ccccc3nc21 | 5% | -2% | -15% | -5% | -1% | 2%[12.7 µM] | 0% | 1% | -5%
CCCCNC(=O)C1C2C=CC3(CN(Cc4ccccc4Cl)C(=O)C13)O2 (stereo not given) | 10% | -7% | -4% | -1% | 3% | / | 35% | -8% | -4%
O=C(Nc1ccc2oc(-c3ccncc3)nc2c1)c1ccccc1 | 114%[activator] | -17% | -5% | -1% | 0% | 16%[59 µM] | 22% | -3% | -15%
O=S(=O)(Cc1cc(Oc2ccccc2)nc(-c2ccccc2)n1)c1ccccc1 | 9% | -14% | -6% | 5% | -3% | / | 2% | -17% | -16%
COCCCn1c(SCC(=O)Nc2ccc(F)cc2)nc2c(sc3ccccc32)c1=O | -2% | -6%[60.1 µM] | -15% | -2% | / | -1%[59 µM] | 18% | 5% | -4%
O=C(C1=C(O)C(=O)N(Cc2cccnc2)C1c1ccccn1)c1cccs1 (stereo not given) | 19% | -13% | -9% | -13% | 18% | ? | 1% | 4% | ?
CC(C)CCNC(=O)c1ccc(Cn2c(=S)[nH]c3ccccc3c2=O)cc1 | ? | 0% | -15% | -24% | 33% | -5% | ? | ? | -1%
O=C(N/N=C/c1cc([N+](=O)[O-])ccc1O)c1cccc(N2CCCC2=O)c1 | ? | -3% | 32µM* | -8% | -10% | 23% | 8% | -7% | 20µM*
COc1ccc(C)cc1S(=O)(=O)N1CCN(C(=O)c2ncoc2-c2cccc(F)c2)CC1 | 80%[activator] | -10% | -4% | -6% | -5% | ? | 4% | 3% | -8%
CNc1c(NS(=O)(=O)c2ccc3c(c2)CCCC3)c(=O)oc2ccccc12 | 21% | -2% | -19% | -6% | 16% | 0% | 1% | -3% | 5%
CCCCc1nc2cc(C(=O)N3CCC(OC)CC3)ccc2o1 | 6% | -6% | -12% | -2% | 16% | 1% | 17% | -3% | -1%
O=C(C1CCN(Cc2cc(Cl)ccc2O)CC1)N1CCN(Cc2ccccc2)CC1 | 14% | -3% | 3.5µM* | 2% | 0% | ? | -4% | -10% | ?
Cc1ccc2oc(=O)cc(CN3CCC(C)CC3)c2c1 | -2% | -1% | -19% | 0% | -4% | 8%[59 µM] | 0% | -12% | 15%
O=C1COc2ccc(C(=O)COC(=O)Cc3ccccc3F)cc2N1 | 68%[activator] | -3% | -7% | 1% | 20% | 17% | 25% | -2% | -7%
Cn1nc(-c2ccccc2)c(C(=O)NC(C(=O)O)c2ccccc2)c1Cl (stereo not given) | -5% | 4% | -12% | 5% | 11% | / | 4% | -2% | 50µM*
O=C(CSc1nc2ccccc2n1CCc1ccccc1)N1CCOCC1 | 0% | -14% | -3% | 2% | -1% | 50µM* | 1%[57.1 µM] | -20% | 6%
C[N+]1(C2CCC3CCC2C3O)CCCC1 (stereo not given) | 35%[activator] | -3% | 4% | 2% | 1% | 11µM* | 1% | -9% | 50µM*
Cc1ccc(NC(=O)CCc2c(C)nc3ncnn3c2C)cc1 | 30% | -7% | 8% | 1% | -2% | 25%[59 µM] | 34% | -15% | 7%
Cc1ccc(NC(=S)NCCN2CCOCC2)cc1 | 8% | 0% | -21% | -1% | 1% | 30%[0.501 µM] | 0% | -14% | -8%
O=C(Nc1cccc(C(F)(F)F)c1)c1cc2ccc3cccnc3c2[nH]1 | ? | 10% | -22% | -1% | / | -4%[59 µM] | 30% | -12% | 8%[57.1 µM]
CCn1c(=O)cc(OCC(=O)N2CCN(c3ccc(C(C)=O)cc3)CC2)c2ccccc21 | 8% | -3% | -15% | -3% | / | -8%[59 µM] | 36% | -10% | ?
Cc1ccc(C)c(C(=O)OCC(=O)N(C)c2ccccc2)c1 | 5% | 7% | 9% | -2% | -4% | 87%[activator] | -1% | -2% | 20%
CCCCOCCCNCC(=O)Nc1ccc(S(N)(=O)=O)cc1 | 111%[activator] | 0% | -13% | -1% | ? | 4% | 74% | -15% | -4%
CN(C(=O)c1ccc(NC(=O)Cc2cccc(NC(=O)C3CCCN(C(=O)C4CC4)C3)c2)cc1)C1CCCC1 (stereo not given) | 13% | 4% | -23% | / | 0% | -6%[2.33 µM] | / | -12% | 7%
CC(C)(C)NC(=O)CCSc1nc(-c2ccc3c(c2)OCO3)cc(C(F)(F)F)n1 | -6% | -9% | 11% | -5% | / | 40%[59 µM] | 8% | -18% | -3%
Cc1cccc(-n2nnnc2-c2cnccc2C(F)(F)F)c1C | 10% | -3% | -11% | -3% | 1% | ? | 3% | -4% | -1%
O=C(CN1C(=O)NC2(CCCCCC2)C1=O)Nc1ccc([N+](=O)[O-])cc1 | 49%[activator] | 0% | -15% | / | 12% | / | / | 8% | /
NNC(=O)c1oc2nc(-c3ccccc3)cc(-c3ccco3)c2c1N | 28% | -1% | ? | -13% | ? | / | -13% | ? | ?
CCN1CCN(C(=S)Nc2cccc([N+](=O)[O-])c2)CC1 | 178%[activator] | -12% | -16% | 1% | 1% | 71µM* | 1%[57.1 µM] | -3% | -7%
Cc1ccccc1NC(=O)NCCCN1CCN(c2ccccc2F)CC1 | -7% | -17% | -1% | 0% | / | -2%[59 µM] | -24% | / | 3%
CCc1cccc(C)c1NC(=O)C1CCCN1S(=O)(=O)c1cccc2nsnc12 (stereo not given) | 30%[activator] | -6% | -7% | -2% | / | 3%[59 µM] | 10% | -22% | -13%
COc1ccccc1/C=C1\SC(N2CCC(C)CC2)=NC1=O | -11% | -1% | -26% | -5% | -1% | -11% | -20% | 2% | -21%
Cn1c(N)c(C(=O)c2ccccc2)c(=O)n(C)c1=O | 27% | -7% | -7% | -1% | 3% | -2%[59 µM] | -12% | -18% | -5%
O=C(CC(Nc1ccccc1)C(=O)O)c1ccccc1 (stereo not given) | 44%[activator] | -4% | -15% | -3% | -4% | ? | 1% | -1% | -31%
Cc1ccc(C)c(OCCC(=O)OCC(=O)N(C)c2c(N)n(Cc3ccccc3)c(=O)[nH]c2=O)c1 | 35%[activator] | 11% | -14% | / | 25% | 1% | / | 2% | 11%
O=C(Cn1nc(-c2ccccc2)c2cnc3ccc(F)cc3c21)NC1CCCC1 | 6% | 15% | -11% | 0% | / | 8%[59 µM] | 3% | -16% | -3%
Cc1ccsc1/C=N/NC(=O)c1ccc([N+](=O)[O-])cc1 | 12% | -6% | -9% | -18% | 13% | 48%[activator] | 28% | -11% | -2%
CN1CCN(NC(=O)Nc2ccc(Br)cc2)CC1 | 13% | -2% | -4% | -6% | 15% | 10% | 1% | 2% | -17%
CCOC(=O)c1sc(NC(=O)Nc2ccccc2Cl)cc1C | -16% | 4% | -21% | -11% | 4% | -8%[59 µM] | 12% | -27% | -12%
O=C1c2ccccc2NC(c2cn[nH]c2-c2ccc(Cl)cc2)N1O (stereo not given) | -12% | 0% | ? | 3% | -7% | 28µM* | -2% | -20% | -34%
C=CCOc1ccc(/C=C(\C#N)C(=O)Nc2ccccn2)cc1 | 18% | -13% | -12% | -4% | -7% | 1%[59 µM] | 30% | -4% | -13%
COc1cc(/C=N/NC(=O)CC#N)ccc1Oc1nc(Cl)ncc1F | 12% | 17% | -18% | -11% | 9% | / | -23% | -3% | -9%
Cc1ccc(/C=C(\C#N)C(=O)Nc2cccc3ncccc23)o1 | ? | -26% | -24% | 7.9µM* | 26% | ? | 3.2µM* | ? | ?
COCCNC(=O)CSc1cc(=O)n(C)c2cc(Cl)ccc12 | 25% | -4% | -12% | -9% | 10% | -7% | 5% | -2% | -10%
O=C(COc1ccc2ccccc2c1)NN1C(=O)c2ccccc2C1=O | 80%[activator] | -27% | 89µM* | -3% | -7% | -1%[59 µM] | 13% | -8% | 9%
COc1cc2c(cc1OC)C(c1cccc([N+](=O)[O-])c1)=NCC2 | 12% | 2% | -13% | 1% | -2% | -8% | 71% | -18% | -24%
COc1ccc(NC(=O)CC(C(=O)O)C(C)c2ccccc2)cc1 (stereo not given) | 31%[activator] | -3% | -5% | 4% | -3% | 16%[59 µM] | 19% | -5% | -3%
COc1cccc(C2CC(C(F)(F)F)n3ncc(C(=O)NCC4CCCO4)c3N2)c1 (stereo not given) | ? | -6% | -15% | -2% | -4% | -11% | 76% | -12% | 14%
C=CCn1c(=NC(=O)C2COc3ccccc3O2)sc2cccc(OC)c21 (stereo not given) | 10% | -7% | 12% | -5% | -7% | 38%[activator] | 31%[activator] | -5% | -1%

One compound at a time (already shown):
COc1cccc(C2CC(C(F)(F)F)n3ncc(C(=O)NCC4CCCO4)c3N2)c1 (stereo not given) is entered as POLI inh: ?; Pol kappa inh: -6%; JMJD2A Tudor: -15%; BLM inh: -2%; APE1 inh: -4%; G9a inh: -11%; Pol beta inh: 76%; POLH inh: -12%; BAZ2B block: 14%
O=C(COc1ccc2ccccc2c1)NN1C(=O)c2ccccc2C1=O is entered as POLI inh: 80%[activator]; Pol kappa inh: -27%; JMJD2A Tudor: 89µM*; BLM inh: -3%; APE1 inh: -7%; G9a inh: -1%[59 µM]; Pol beta inh: 13%; POLH inh: -8%; BAZ2B block: 9%
Cc1ccc(C)c(OCCC(=O)OCC(=O)N(C)c2c(N)n(Cc3ccccc3)c(=O)[nH]c2=O)c1 is entered as POLI inh: 35%[activator]; Pol kappa inh: 11%; JMJD2A Tudor: -14%; BLM inh: /; APE1 inh: 25%; G9a inh: 1%; Pol beta inh: /; POLH inh: 2%; BAZ2B block: 11%

Assay outcomes deposited in PubChem BioAssay by National Center for Advancing Translational Sciences (NCATS).
